Screens: PubChem, The Scripps Research Institute Molecular Screening Center
PLC-gamma1 inh = blocks human PLC-gamma1 enzyme activity | purified PLC-gamma1, fluorogenic substrate, fluorescence | 370,000 tested, 0.84% active | inhibition, % at 12.2 µM | AID 720700 | P19174; in the data active means inhibition above about 9.5%
PLCb3 inh = blocks human PLC-beta3 enzyme activity | Q01970 | Purified PLC-beta3, fluorogenic substrate, fluorescence | inhibition, % at 12.2 µM | 370,000 tested, 0.18% active | AID 720704; in the data active means inhibition above about 11%;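 further: 0% = median of compound wells on plate and 100% = full blocker control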
ADAM10 inh = inhibits human ADAM10. O14672. recombinant ADAM10, EDANS/DABCYL FRET peptide cleavage, 3 h. inhibition, % at 7 µM. 370,000 tested, 0.62% active. AID 720582;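 active means inhibition above a per-campaign cutoff equal to the mean of compounds falling between control-based bounds plus 3 SD, cut at about 20% in these data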;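 further: 0% = DMSO wells while the 100% control is not disclosed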
hgDAF12 agonist = hgDAF-12 agonism, primary luciferase screen | AID 687014 | activation, % at 6.8 µM | HEK293 GAL4-hgDAF12 UAS-luciferase reporter, agonist luminescence; normalized to butyrate control | 370,000 tested, 1.8% active;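 active means activation above a cutoff set at the mean of all screened compounds plus 3 SD, cut at about 10% in these data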;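 further: 0% = DMSO wells and 100% = sodium butyrate wells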
DAX1 inh-1 = inhibitors of human orphan nuclear receptor DAX1 (NR0B1); P51843; HEK293 Gal4-DAX1 luciferase reporter, luminescence; inhibition, % at 6.75 µM; 340,000 tested, 0.99% active; AID 504766;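 active means inhibition above the mean over all tested compounds plus 3 SD, cut at about 4.2% in these data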;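 further: 0% = DAX1-transfected cells with DMSO and 100% = empty-vector control cells with DMSO; inhibition shows as a rise in luminescence from relieved DAX1 repression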
Target sequence (P51843 207-470 limits assumed): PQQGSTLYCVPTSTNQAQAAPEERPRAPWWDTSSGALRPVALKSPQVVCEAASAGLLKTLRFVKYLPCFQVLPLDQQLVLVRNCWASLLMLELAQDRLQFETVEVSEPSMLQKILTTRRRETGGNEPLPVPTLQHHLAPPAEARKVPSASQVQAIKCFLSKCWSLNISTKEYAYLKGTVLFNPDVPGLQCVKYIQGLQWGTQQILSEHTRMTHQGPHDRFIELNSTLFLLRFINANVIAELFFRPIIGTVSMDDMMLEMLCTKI
ssDAF12 agonist = S. stercoralis DAF-12 activation, primary screen; HEK293 ssDAF-12/GRIP1 lit1-tk-luc reporter, luminescence; % of 3 µM dafachronic acid response; activation, % at 6.8 µM; 370,000 tested, 1% active;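 active means activation above the mean over all tested compounds plus 3 SD, cut at about 0.9% in these data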;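 further: 0% = DMSO-only wells and 100% = 3 µM delta7-dafachronic acid wells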
hcDAF12 agonist = activators of H. contortus DAF-12 nuclear receptor. HEK293 hcDAF-12 lit1-tk-luc reporter, luminescence; 0% DMSO, 100% Δ7-dafachronic acid. activation, % at 6.8 µM. 370,000 tested, 1.4% active;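 active means activation above the mean of all tested compounds plus 3 SD, cut at about 5.5% in these data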;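 further: 100% = response to 3 µM Δ7-dafachronic acid high control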
ADAM17 inh = inhibits human ADAM17; P78536; recombinant ADAM17, EDANS/DABCYL FRET peptide cleavage; inhibition, % at 6.95 µM; 370,000 tested, 0.83% active;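 active means inhibition above the mean of compounds lying between control limits plus 3 SD, set per campaign, cut at about 8.5% in these data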;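 further: 0% = DMSO-only wells as the low control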
Target sequence (P78536 215-824 limits assumed): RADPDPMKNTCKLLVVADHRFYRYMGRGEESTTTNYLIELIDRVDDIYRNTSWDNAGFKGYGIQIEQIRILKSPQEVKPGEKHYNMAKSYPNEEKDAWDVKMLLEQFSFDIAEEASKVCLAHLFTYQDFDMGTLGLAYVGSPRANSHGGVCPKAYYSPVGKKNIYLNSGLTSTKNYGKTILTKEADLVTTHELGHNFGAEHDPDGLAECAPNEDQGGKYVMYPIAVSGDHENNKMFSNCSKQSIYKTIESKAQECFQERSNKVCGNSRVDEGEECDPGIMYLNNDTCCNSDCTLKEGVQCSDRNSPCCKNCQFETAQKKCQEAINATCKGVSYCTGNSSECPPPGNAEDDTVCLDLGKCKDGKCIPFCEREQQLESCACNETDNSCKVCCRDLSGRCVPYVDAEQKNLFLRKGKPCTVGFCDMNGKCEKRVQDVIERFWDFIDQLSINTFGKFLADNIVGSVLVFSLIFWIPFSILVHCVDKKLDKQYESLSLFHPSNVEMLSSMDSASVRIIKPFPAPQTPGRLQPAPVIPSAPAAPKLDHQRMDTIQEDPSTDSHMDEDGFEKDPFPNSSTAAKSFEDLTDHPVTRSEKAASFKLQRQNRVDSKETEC
FXN GAA850 act = frataxin GAA850 promoter activation; activation, % at 6 µM; 360,000 tested, 0.56% active; AID 540364; HEK293 lucGAA850 FXN promoter luciferase reporter, 24 h; percent of 10 µM SAHA response;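 active means activation above the average of all compounds screened plus 3 SD, cutoff fixed separately per campaign, cut at about 7.5% in these data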;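 further: 0% = DMSO wells and 100% = 10 µM SAHA wells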
sPLA2-III inh = Inhibits HGIII-sPLA2 liposome hydrolysis, primary screen | 370,000 tested, 0.56% active | inhibition, % at 12.2 µM | QFRET BODIPY PC-A2 liposome hydrolysis, fluorescence | Q9NZ20;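 active means inhibition above mean plus 3 SD of compounds lying within the high and low control bounds, cut at about 19% in these data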;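 further: 0% = median of test compound wells and 100% = no enzyme DMSO wells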
DAX1 inh-2 = inhibitors of DAX1 repression of SF-1 activated StAR promoter; inhibition, % at 6.8 µM; 370,000 tested, 1.1% active; AID 652010; HEK293T StAR-luciferase reporter, SF-1/DAX-1 repression relief;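 active means inhibition above the mean over all tested compounds plus 3 SD, cut at about 3.6% in these data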;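 further: 0% = DAX-1 cells with DMSO and 100% = cells lacking DAX-1 with DMSO; higher inhibition means more luminescence from relief of DAX-1 repression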
An asterisk follows results filed as active; i = inactive; nt = not tested or not shown.

item	canonical_smiles	PLC-gamma1 inh	PLCb3 inh	ADAM10 inh	hgDAF12 agonist	DAX1 inh-1	ssDAF12 agonist	hcDAF12 agonist	ADAM17 inh	FXN GAA850 act	sPLA2-III inh	DAX1 inh-2
1	CN(C)c1ccc(C2Nc3ccccc3C(=O)N2NS(C)(=O)=O)cc1 (centres undefined)	-345	-434	-366	0.8	-0.1	-0.7	3.3	-130	2.0	0	0.1
2	CC1S/C(=N/N=C2CCCCC2)NC1=O (centres undefined)	1	-2	2	1.0	0.8	-0.6	0.8	-1	1.8	-5	0.7
3	CCn1c(=O)c(C(=O)NNC(=O)c2cccc(Cl)c2)c(O)c2ccccc21	-3	-10	-11	2.4	-0.4	-0.6	-1.8	-9	-2.8	15	0.1
4	CCCCn1c(CCC(=O)O)nc2cc(S(=O)(=O)N3CCCC3)ccc21	0	0	-3	-0.3	-0.5	-0.8	-0.5	-5	2.5	2	0.0
5	Clc1ccc(CN=C2Nc3ccccc3CS2)cc1	-2	0	10	10	1.7	-0.6	3.8	3	2.1	-2	2.3
6	O=C(C(=O)N1CCN(C(=O)c2cccs2)CC1)c1cccc(C(F)(F)F)c1	-5	0	2	-1.6	nt	-1.3	-0.7	-1	nt	3	0.6
7	COc1ccc(NC(=O)CN(C)C(=O)c2cccc(S(=O)(=O)N3CC4(C)CC3CC(C)(C)C4)c2)cc1 (centres undefined)	-2	0	2	-1.6	-1.4	-1.4	-1.0	2	-1.7	-30	-0.9
8	CCOc1cccc2sc(N(CCN(CC)CC)C(=O)c3ccc(S(=O)(=O)N4CCCCC4)cc3)nc12	2	3	-3	-0.3	-0.6	2.0*	-0.5	0	2.0	-1	-0.5
9	Cc1ccc2[nH]c(=O)c(CN(CC3CCCO3)C(=S)NCc3ccco3)cc2c1 (centres undefined)	1	-3	-16	1.4	0.0	-1.5	-2.0	-4	-1.3	-8	-0.8
10	Cn1ccnc1SCCNC(=O)CCc1nnc(CCc2ccccc2)o1	3	3	4	-2.0	-1.4	-0.8	-2.0	-2	1.1	6	0.1
11	COc1ccc(CCNC(=O)[C@@H](NC(N)=O)C(C)C)cc1	1	3	-6	-3.5	0.4	-1.8	-1.9	-5	1.0	4	0.1
12	CN1/C(=C\C(=O)C[n+]2ccc3ccccc3c2)C(C)(C)c2ccccc21	1	3	-1	-14	nt	-3.0	-3.5	2	0.0	-27	-3.4
13	Cc1ccc(-c2c[n+](CC(=O)Nc3nc(-c4ccc(F)cc4)cs3)c3n2CCC3)cc1	5	1	-6	-3.3	0.4	-1.3	-1.7	2	1.4	-1	-0.4
14	CCC(C)NC(=O)c1cc2cc3ccc(OC)cc3nc2s1 (centres undefined)	-312	-344	i	10	0.8	1.4*	4.2	i	2.4	-4	3.8*
15	O=C(Cc1cccc(NC(=O)C2CCCN(C(=O)C3CCCC3)C2)c1)Nc1ccc(C(=O)N2CCCCC2)cc1 (centres undefined)	4	3	1	2.6	-0.1	-1.0	0.8	-1	0.2	-7	0.6
16	Cc1ccc(S(=O)(=O)Cc2cccc(C(=O)N3CCOCC3)c2)cc1	3	2	4	-0.4	1.5	-1.4	-2.2	-1	0.2	1	0.4
17	Cc1cccnc1NC1OC(=O)c2ccccc21 (centres undefined)	0	-1	2	-0.4	-0.3	-0.8	1.0	-5	2.1	9	-0.6
18	COc1nnc(-c2ccc(C)c(S(=O)(=O)NCC3CCCO3)c2)c2ccccc12 (centres undefined)	-1	-9	-2	-3.8	-0.8	-1.5	-2.5	0	1.4	-2	-0.6
19	Cc1ccccc1CNC1CCCCC1	5	12*	10	-5.9	1.8	-1.5	-0.9	2	2.6	0	0.0
20	CCOC(=O)c1c(C)nc2sc3c(=O)n(-c4ccc(C(C)=O)cc4)cnc3c2c1-c1ccc(Cl)cc1	-1	0	-11	0.0	1.9	-1.5	0.0	-5	-0.2	8	0.5
21	COc1ccc(C/C(N)=N/OC(=O)Cc2ccccc2)cc1OC	1	-1	-3	2.1	0.8	-1.6	-0.5	-3	0.0	0	0.3
22	O=C(CCCNC(=O)c1ccc(Cl)cc1)OCc1cccc(Br)c1	3	-11	4	1.5	-0.8	-1.1	1.4	0	0.2	-5	0.7
23	O=[N+]([O-])c1ccc2c(c1)S(=O)c1ccccc1-2 (centres undefined)	0	-3	5	-0.9	-0.8	-1.3	1.2	-3	1.7	9	0.1
24	O=C1CN(S(=O)(=O)c2ccc(Br)cc2)c2ccccc2N1	1	5	-11	0.0	0.7	-1.7	3.8	-3	-1.6	5	-0.1
25	Cc1cc(=O)oc2c3c4c(cc12)OCCN4CCC3	i	i	i	1.9	0.0	-0.9	-2.1	i	-2.5	4	-0.4
26	O=C(O)C1C2C=CC(C2)C1C(=O)NCc1cccnc1 (centres undefined)	5	3	7	1.9	-1.5	-1.3	-0.3	0	-1.3	4	1.1
27	COC(=O)c1cc(CNC(=O)CC(C)c2ccccc2)ccc1OC (centres undefined)	1	-2	-8	0.4	-0.7	-1.5	-1.4	-1	0.5	2	0.1
28	Cc1c(CCC(=O)N2CCC(C(=O)O)(c3ccccc3)CC2)c(=O)oc2cc3oc4c(c3cc12)CCCC4	-104	-129	-226	-14	-4.2	-3.0	-5.3	-52	-10	-3	-1.5
29	CCOCCCNC(=O)CCNC(=O)c1cc(OC)c(OC)c(OC)c1	2	6	2	-0.7	-0.7	-2.1	-0.2	1	-0.7	2	-0.3
30	CC(=O)c1ccc(NC(=O)C2CCCC2)cc1	-1	-5	-8	1.3	6.0*	-1.0	-1.4	0	2.5	-1	-0.4
31	COc1ccc(C(=O)CC(=O)O)c2c1C=CC(C)(C)O2	-343	-487	-104	4.5	3.5	-1.1	-0.9	-35	0.1	7	-0.1
32	COc1ccc(CCNC(=O)C(=O)Nc2nccs2)cc1OC	0	1	0	-2.3	0.1	-0.3	-0.2	-5	0.8	0	-0.2
33	CN1CCN(S(=O)(=O)c2cccc(C(=O)Nc3nccs3)c2)CC1	-1	-6	-3	1.8	3.3	-0.6	-1.3	-4	0.6	-3	-0.5
34	Cn1c(SCC(=O)NNC(=O)c2ccc(Br)cc2)nnc1-c1cccnc1	-1	-4	0	3.0	4.2	-1.8	-2.0	-1	-0.6	2	-0.8
35	COc1ccccc1N(CC(=O)NCCN1CCOCC1)S(=O)(=O)c1ccccc1	4	-4	1	-1.4	0.9	-0.8	-0.4	0	0.5	-3	-0.1
36	CCc1cccc(CC)c1NC(=O)COC(=O)c1ccccc1-c1nc2ccccc2s1	-2	5	2	5.4	-0.6	0.0	-0.6	5	-2.4	-2	0.3
37	Cc1cc2c(c(SCC(=O)N(C)c3ccccc3)n1)C(=O)OC2	0	2	-6	1.4	0.8	-0.6	-0.8	-4	-0.6	5	-0.4
38	CCCCNC(=O)Cn1c(=O)oc2cc(S(=O)(=O)N3CC(C)CC(C)C3)ccc21 (centres undefined)	0	2	-4	-2.5	-0.8	-1.9	0.9	-4	-0.2	0	-1.2
39	COc1ccccc1C1=NOC(COC(=O)c2ccc3ccccc3n2)C1 (centres undefined)	2	1	9	-1.0	-0.6	-1.0	-0.9	-3	0.5	-1	0.6
40	O=C(Cc1ccc(-n2c(=O)[nH]c3ccccc3c2=O)cc1)N1CCN(c2cccc(Cl)c2)CC1	-2	2	-6	-1.1	-0.1	-1.3	-1.8	-1	-1.6	-7	0.5
41	CN1CCCC1(C)C(=O)Nc1ccc(-n2cccc2)cc1 (centres undefined)	-1	0	5	4.5	nt	0.2	0.8	2	6.0	-9	3.4
42	COc1cccc(CNC(=O)c2ccc(OC)c(S(=O)(=O)NC3CCCC3)c2)c1	1	1	-1	0.0	0.1	-0.8	1.1	-1	1.7	-8	-0.8
43	CC(=O)Nc1ccccc1OCCOc1ccc(Br)cc1	-1	-4	-5	-3.8	-1.9	-2.2	-3.1	6	-1.5	-11	-2.9
44	COc1ccccc1/C=C\C(=O)NCC(=O)N/N=C(\C)Cc1ccccc1	-1	-19	-33	-1.8	0.3	-1.5	-1.3	-19	0.7	-2	0.1
45	CCOc1ccc(CC(=O)N/N=C(\C)c2cccnc2)cc1	0	-10	-8	-3.6	1.1	-1.3	0.7	2	-0.8	4	-0.6
46	CCOc1ccc2nc(SCC(=O)Nc3ccc(S(=O)(=O)N4CCCC4)cc3)c(C)cc2c1	2	-6	-2	-0.5	3.5	-1.8	-1.7	-4	-0.7	-4	0.5

Numbers 36–46 from above:
item	canonical_smiles	PLC-gamma1 inh	PLCb3 inh	ADAM10 inh	hgDAF12 agonist	DAX1 inh-1	ssDAF12 agonist	hcDAF12 agonist	ADAM17 inh	FXN GAA850 act	sPLA2-III inh	DAX1 inh-2
36	CCc1cccc(CC)c1NC(=O)COC(=O)c1ccccc1-c1nc2ccccc2s1	-2	5	2	5.4	-0.6	0.0	-0.6	5	-2.4	-2	0.3
37	Cc1cc2c(c(SCC(=O)N(C)c3ccccc3)n1)C(=O)OC2	0	2	-6	1.4	0.8	-0.6	-0.8	-4	-0.6	5	-0.4
38	CCCCNC(=O)Cn1c(=O)oc2cc(S(=O)(=O)N3CC(C)CC(C)C3)ccc21 (centres undefined)	0	2	-4	-2.5	-0.8	-1.9	0.9	-4	-0.2	0	-1.2
39	COc1ccccc1C1=NOC(COC(=O)c2ccc3ccccc3n2)C1 (centres undefined)	2	1	9	-1.0	-0.6	-1.0	-0.9	-3	0.5	-1	0.6
40	O=C(Cc1ccc(-n2c(=O)[nH]c3ccccc3c2=O)cc1)N1CCN(c2cccc(Cl)c2)CC1	-2	2	-6	-1.1	-0.1	-1.3	-1.8	-1	-1.6	-7	0.5
41	CN1CCCC1(C)C(=O)Nc1ccc(-n2cccc2)cc1 (centres undefined)	-1	0	5	4.5	nt	0.2	0.8	2	6.0	-9	3.4
42	COc1cccc(CNC(=O)c2ccc(OC)c(S(=O)(=O)NC3CCCC3)c2)c1	1	1	-1	0.0	0.1	-0.8	1.1	-1	1.7	-8	-0.8
43	CC(=O)Nc1ccccc1OCCOc1ccc(Br)cc1	-1	-4	-5	-3.8	-1.9	-2.2	-3.1	6	-1.5	-11	-2.9
44	COc1ccccc1/C=C\C(=O)NCC(=O)N/N=C(\C)Cc1ccccc1	-1	-19	-33	-1.8	0.3	-1.5	-1.3	-19	0.7	-2	0.1
45	CCOc1ccc(CC(=O)N/N=C(\C)c2cccnc2)cc1	0	-10	-8	-3.6	1.1	-1.3	0.7	2	-0.8	4	-0.6
46	CCOc1ccc2nc(SCC(=O)Nc3ccc(S(=O)(=O)N4CCCC4)cc3)c(C)cc2c1	2	-6	-2	-0.5	3.5	-1.8	-1.7	-4	-0.7	-4	0.5
